procasp7 counter – activates human procaspase-7, counter-screen for procaspase-3 activators. AID 463210. P55210. activation, % at 8.5 µM. recombinant procaspase-7, Ac-DEVD-pNA absorbance 405 nm; D23A/D198A/D206A triple mutant, cannot self-cleave; scale: DMSO 0, 5 µM enzyme 100. actives 0.093% (n = 330,000);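 active = percent activation above the screen-wide mean plus 3 SD, cut at about 25% in these data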
Target sequence (P55210 whole entry D23A/D198A/D206A): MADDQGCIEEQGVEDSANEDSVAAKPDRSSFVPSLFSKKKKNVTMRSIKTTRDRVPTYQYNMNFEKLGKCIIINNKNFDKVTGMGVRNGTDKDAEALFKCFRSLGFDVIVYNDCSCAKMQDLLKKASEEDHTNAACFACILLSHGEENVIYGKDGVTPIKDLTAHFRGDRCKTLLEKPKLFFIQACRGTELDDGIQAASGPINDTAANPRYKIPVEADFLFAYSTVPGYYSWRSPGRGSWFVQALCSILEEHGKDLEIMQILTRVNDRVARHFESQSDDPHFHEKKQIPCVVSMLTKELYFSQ
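System: Uncleavable procaspase-7 mutant enzyme; Amount: 2 µM procaspase-7 mutant as dispensed; Schedule: 1 h compound preincubation, 2 h substrate cleavage, 25 °C; Measured by: 405 nm absorbance of p-nitroaniline; Evaluation: percent activation from buffer-corrected 0–120 min absorbance change; Control set: low DMSO alone, high DMSO plus 5 µM PC-7.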
AGP1 TOR yeast – modulators of TOR pathway AGP1-GFP in S. cerevisiae; S. cerevisiae AGP1-GFP multiplex flow cytometry, 3 h; GFP as percent of DMSO wells; GFP response vs DMSO, % at 10 µM; actives 0.02% (n = 320,000);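 active = GFP response relative to DMSO above a set limit, near screen average plus 3 SD, cut at about 150% in these data; inconclusive = fewer than 70 cells counted for the yeast strain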;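 note: median GFP channel fluorescence of the gated AGP1 strain per well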
RPL19A-GFP yeast – yeast TOR pathway RPL19A-GFP modulation; S. cerevisiae RPL19A-GFP strain, flow cytometry, 3 h; stronger effect = lower value; percent response vs DMSO, % at 10 µM; actives 0.3% (n = 330,000); AID 2025;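 active = percent response vs DMSO below 50%; inconclusive = fewer than 70 events counted for the yeast strain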;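 note: median channel GFP fluorescence of the barcoded RPL19A-GFP strain; ratio of sample median GFP to plate DMSO average so 100% = DMSO; lower means less RPL19A-GFP as with rapamycin TOR inhibition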
MEP2 TOR yeast – modulators of TOR pathway MEP2-GFP in S. cerevisiae; actives 0.51% (n = 330,000); GFP response vs DMSO, % at 10 µM; S. cerevisiae MEP2-GFP strain, flow cytometry GFP, 3 h; 100% = DMSO control level;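 active = GFP response versus DMSO above a set limit, roughly screen mean plus 3 SD, cut at about 180% in these data; inconclusive = fewer than 70 cells counted for a yeast strain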;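 note: median GFP fluorescence of the barcode-gated MEP2-GFP cells per well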
AHR act – human AHR activation; AID 2796; P35869; AHR-responsive luciferase reporter cells, luminescence; activation, % at 5 µM; actives 2.5% (n = 320,000); in the data active = activation above about 47%;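 note: 0% = vehicle wells and 100% = reference agonist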
proCasp3 act – activators of human procaspase-3 | actives 0.11% (n = 330,000) | P42574 | recombinant procaspase-3 D3A, Ac-DEVD-pNA absorbance 405 nm | activation, % at 8.5 µM | AID 463141;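 active = activation above the mean of all tested compounds plus 3 SD, cut at about 21% in these data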;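 note: 0% = DMSO alone and 100% = DMSO wells spiked with extra 5 µM PC-3 D3A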
Target sequence (P42574 whole entry D9A/D28A/D175A): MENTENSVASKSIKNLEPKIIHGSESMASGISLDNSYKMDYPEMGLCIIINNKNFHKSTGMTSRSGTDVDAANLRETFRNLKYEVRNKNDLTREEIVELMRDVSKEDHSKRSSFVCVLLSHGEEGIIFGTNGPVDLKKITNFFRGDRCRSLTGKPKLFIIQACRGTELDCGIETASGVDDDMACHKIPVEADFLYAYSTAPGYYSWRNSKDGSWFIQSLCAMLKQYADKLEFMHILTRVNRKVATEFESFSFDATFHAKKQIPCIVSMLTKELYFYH
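assay system = Procaspase-3 D3A mutant | signal = absorbance at 405 nm, 0 and 120 min | times = 1 h preincubation plus 2 h reaction at 25 °C | repeats = single replicate | read-out = % activation between DMSO and enzyme-spiked controls | medium = Zinc-free HEPES saline buffer with Triton X-100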
LAP4-GFP MLPCN – modulators of TOR pathway LAP4-GFP in S. cerevisiae. S. cerevisiae LAP4-GFP multiplex, flow cytometry GFP, 3 h; median GFP as percent of DMSO wells. GFP response vs DMSO, % at 10 µM. actives 0.34% (n = 320,000). AID 2023;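 active = GFP response vs DMSO above a set limit, about the screen mean plus 3 SD, cut at about 150% in these data; inconclusive = under 70 cell events counted for the yeast strain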
CIT2-GFP yeast – yeast TOR pathway CIT2-GFP modulation. actives 0.065% (n = 320,000). GFP response vs DMSO, % at 10 µM. AID 2029. S. cerevisiae CIT2-GFP strain, flow cytometry, 3 h; 100 means same as DMSO wells;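 active = GFP response relative to DMSO above a set limit, near the screen mean plus 3 SD, cut at about 150% in these data; inconclusive = Fewer than 70 cells measured for a yeast strain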;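 note: ratio of well median GFP fluorescence to mean of DMSO wells on the plate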
Active calls of the source: *; u = inconclusive; x = no result given.

SMILES	procasp7 counter	AGP1 TOR yeast	RPL19A-GFP yeast	MEP2 TOR yeast	AHR act	proCasp3 act	LAP4-GFP MLPCN	CIT2-GFP yeast
O=C(c1ccc2ccccc2c1)C1CCCN(C(=O)c2cccnc2)C1 (stereo not drawn)	x	96	118	103	x	x	80	109
CCC1Sc2ccc(S(=O)(=O)CCC(=O)Nc3ccc(OC(F)(F)F)cc3)cc2NC1=O (stereo not drawn)	4	100	103	106	4	12	101	105
CCn1nnnc1SCC(=O)Nc1ccc(F)cc1	-1	100	101	103	3	-4	100	102
COC(=O)c1ccc(NC(=O)C2CC2)o1	0	99	98	98	3	-5	99	92
O=C(c1ccc(OC2CCN(Cc3cccc(F)c3)CC2)cc1)N1CCCCC1	3	112	98	101	1	-4	107	107
CC(C)CC(=O)c1c(O)c(C=O)c(O)c2c1O[C@@]1(C)[C@@H](C2)C[C@H]2C[C@@H]1C2(C)C	0	102	97	108	-1	2	111	101
CC(C)c1nc(SCC(=O)NC2CCCC2)c2ccccc2n1	7	87	91	106	-1	5	85	95
Cn1cnnc1Sc1nc2c(c(=O)n(C)c(=O)n2C)n1C	4	90	88	91	0	1	88	94
CC1CC1C(=O)OCC(=O)N(C)CC(=O)Nc1ccc(F)cc1 (stereo not drawn)	5	93	94	91	0	1	93	98
CCC(C)c1ccccc1OCCCN(C)Cc1ccccc1 (stereo not drawn)	-9	100	101	106	0	3	85	102
Oc1cc(NCc2ccc(F)cc2)cc2cccnc12	-5	105	103	110	-1	-5	109	106
CN1CCCCC1=NCCCn1cnc2c1c(=O)n(C)c(=O)n2C	7	x	108	109	-1	9	116	110
O=C(Nc1ccccc1)N1CCn2c(nc3ccccc32)C1	-1	101	97	97	-1	0	100	98
Cc1ccc2c(c1)N(C(=O)CCC(=O)NC1CCCCCC1)CC(C)O2 (stereo not drawn)	9	100	97	98	2	5	105	90
Cc1ccccc1OCC(=O)OCC(=O)c1c[nH]c2ccccc12	-1	97	100	93	24	0	100	93
OCCN1CCN(c2nc(N3CCCCC3)nc(N3CCCCC3)n2)CC1	8	108	105	111	-1	1	102	107
Cc1ccc(C(=O)N2CCc3ccccc32)o1	4	102	101	100	6	-3	103	98
Cc1c(C(=O)C(=O)N2c3ccccc3CC2C)c2ccccc2n1C (stereo not drawn)	4	96	94	133	5	10	119	105
CCc1ccc(C(=O)OCC(=O)c2c(N)n(CC(C)C)c(=O)n(C)c2=O)cc1	13	108	98	99	1	0	105	103
COC(=O)c1c(NS(=O)(=O)c2ccccc2)csc1C	-2	107	95	100	0	3	112	98
Cn1c(COc2ccc(Cl)cc2)nnc1SCc1ncc(-c2ccccc2)o1	3	88	93	98	4	-5	96	76
O=C(Cc1ccccc1)NCC(=O)N1CCN(c2ccccc2)CC1	-5	101	103	103	-4	-3	90	104
O=C1Nc2cc(C(=O)N3CCN(Cc4ccccc4)CC3)ccc2SC1N1CCOCC1 (stereo not drawn)	4	114	103	99	4	3	97	107
COC(=O)c1cn(NC(=O)c2cc(OC)c(OC)c(OC)c2)c(=O)c2ccccc12	-11	93	95	93	2	3	97	89
CCOc1cc(C2Nc3cccc4cccc(c34)N2)ccc1O	-2	u	u	u	4	1	u	u
COc1ccc(NC(=O)NC2CC3CCCC(C2)N3Cc2ccccc2)cc1 (stereo not drawn)	7	104	99	107	2	3	108	103
Cc1ccccc1OCC(=O)Nc1ccccc1-c1ccccc1	5	103	98	98	-1	-5	105	95
Cc1ccc(O)c(Nc2nc(-c3ccccc3)nc3ccccc23)c1	-5	97	97	92	1	2	94	93
COc1cc(/C=N/NC(=O)C(=O)N2CCCC2)ccc1O	6	115	109	113	2	-7	94	124
COc1ccc(-n2c(-c3cnccn3)n[nH]c2=S)cc1	-8	105	97	100	-3	-8	96	98
O=C(OCc1cc2ccccc2[nH]c1=O)c1cccnc1	-10	93	94	96	3	7	89	97
CC(NS(=O)(=O)c1ccc2ccccc2c1)c1ccccn1 (stereo not drawn)	6	u	u	u	-1	6	u	u
COc1ccc(CNC(=O)CSc2nnc(-c3cccnc3)n2N)cc1	2	100	96	99	3	-6	101	93
Cc1ccc(NC(=O)CN2CCN(C(=O)C3CCCO3)CC2)c(C)c1 (stereo not drawn)	12	99	105	100	1	0	103	104
CC(=O)OCCCN1c2ccccc2Nc2nnc(-c3ccccc3)cc21	7	95	98	107	21	4	100	103
CN(C)S(=O)(=O)c1ccc(Cl)c(C(=O)NCCNC(=O)c2cc(S(=O)(=O)N(C)C)ccc2Cl)c1	-2	101	103	103	-1	-9	96	100
CC(C)CC(=O)Nc1nnc(S(=O)(=O)Nc2ccccc2)s1	3	98	103	105	0	3	90	101
C/C(=N/N1CCN(Cc2cccc3ccccc23)CC1)c1ccco1	5	115	104	103	1	-3	109	102
Nc1c(S(=O)(=O)c2cccs2)c2nc3ccccc3nc2n1CCc1ccccc1	5	104	101	103	-8	6	100	110
CCOC(=O)C1C(=O)NC(c2ccccc2)=NC1c1ccc(O)c(OC)c1 (stereo not drawn)	-1	102	95	101	2	-1	89	111
COc1ccc(S(=O)(=O)c2c(O)c3ccc(C(=O)Nc4ccc(F)cc4)cc3[nH]c2=O)cc1	6	99	98	91	0	14	92	97
CCN(CC1CCCN(CCc2cccc(OC)c2)C1)C(=O)C=C(C)C (stereo not drawn)	5	137	98	97	-1	8	91	95
CCC(COC(C)=O)Nc1nc2c([nH]1)c(=O)n(C)c(=O)n2C (stereo not drawn)	8	111	95	86	1	-3	107	108
O=C1CC(N2CCN(Cc3ccccc3)CC2)C(=O)N1CCc1ccccc1 (stereo not drawn)	-2	107	103	110	1	-11	103	112
O=c1cc(NC2CCCCCC2)[nH]c(=O)[nH]1	10	98	97	101	6	-4	95	91
Cc1ccccc1-c1noc(-c2ccccc2C(=O)NCC2CCCO2)n1 (stereo not drawn)	6	97	93	97	6	6	103	93
CC(C)(C)C(=O)CN1CCN(C2c3ccccc3-c3ccccc32)CC1	9	103	97	106	0	-6	92	95
O=C(NN=C1CCN(Cc2ccccc2)CC1)c1cc2ccccc2cc1O	-2	113	106	115	9	10	104	114
CC(C)(C)C(=O)N1NC(=Nc2ccccc2)SC1(C)C	11	x	96	96	-2	5	x	x
CCOC(=O)c1oc2ccccc2c1CSc1nnnn1-c1ccccc1	20	96	94	92	-3	-3	94	98
CCCc1cc(=O)oc2cc(O[C@@H]3O[C@H](CO)[C@@H](O)[C@H](O)[C@H]3O)ccc12	-2	95	101	101	2	-1	95	97
O=c1[nH]c(C2CCN(S(=O)(=O)c3cccc(C(F)(F)F)c3)CC2)nc2c1nnn2Cc1cccc(F)c1	1	107	105	111	-2	7	115	110
Cc1ccc(N2CC(C(=O)NCCS(=O)(=O)N3CCN(c4ccc(F)cc4)CC3)CC2=O)cc1 (stereo not drawn)	-2	96	97	89	1	3	94	107
CCC1=[N+](CC(=O)c2ccc(Br)cc2)CCn2c(C)ccc21	1	91	96	99	73*	-5	106	86
COc1ccc(N/C=C/C(=O)c2ccc(Oc3ncccn3)cc2)cc1	6	106	106	112	-1	3	106	114
CCc1cccc2c(C(=O)CSc3nncn3C)c[nH]c12	1	102	97	93	23	8	98	97
Nc1nnc(SCC(=O)OCc2ccc(F)cc2)s1	5	96	102	97	-1	0	87	99
CCCCNC(=O)c1ccc(NC(=O)C2CCCO2)cc1 (stereo not drawn)	-3	100	102	107	0	2	97	96
c1ccc2c(Nc3nc(N4CCOCC4)c4ccccc4n3)cccc2c1	4	102	99	100	71*	2	91	98
COC(=O)c1cn(S(=O)(=O)c2ccccc2)c2ccccc12	7	105	104	99	2	5	90	99

Later entries.
SMILES	procasp7 counter	AGP1 TOR yeast	RPL19A-GFP yeast	MEP2 TOR yeast	AHR act	proCasp3 act	LAP4-GFP MLPCN	CIT2-GFP yeast
CC1CCCN(CCC(=O)c2ccc(Br)cc2)C1 (stereo not drawn)	-1	96	94	89	9	0	114	90
O=C(O)COc1ccccc1C1C2C(=O)N(c3ccccc3)C(=O)C2ON1c1ccccc1 (stereo not drawn)	-7	107	99	105	5	-4	103	110
O=C(CC(c1ccccc1)c1ccccc1)NCCO	-2	101	94	97	-1	5	99	101
CCOC(=O)c1cnc(-n2nc(C)cc2C)nc1N(C)C	8	94	99	98	-5	8	102	109
Cc1noc(NS(=O)(=O)c2ccc(NC(=O)CSc3nnc4c(n3)[nH]c3ccccc34)cc2)c1C	1	104	101	96	4	6	92	100
COc1ccc(C(=O)N(Cc2ccccc2)c2ccc(C)cc2)cc1S(=O)(=O)N1CCOCC1	11	110	98	103	4	7	115	103
COc1ccc(-c2cc(C(=O)N3CCCCCC3)no2)cc1	6	100	101	100	-2	5	103	100
CC(C(=O)NC(C)(C)C)N(Cc1cccs1)C(=O)CCN1CCc2ccccc21 (stereo not drawn)	3	95	94	92	2	-2	98	97
OC1CCCN(CC(O)COC(c2ccc(F)cc2)c2ccc(F)cc2)C1 (stereo not drawn)	9	92	95	99	2	3	99	91
COc1cc(C(=S)N2CCOCC2)ccc1OC(=O)c1cc(OC)c(OC)c(OC)c1	-5	96	105	104	4	3	96	94
CC(C)[C@H](NC(=O)N1c2ccccc2NC(=O)[C@@H]1C(C)C)C(=O)N[C@H](C(=O)O)c1ccccc1	-1	104	100	109	0	3	103	96
O=C(Nc1ccc2c(c1)OCO2)C(c1ccc(Cl)cc1)N1CCN(C(=O)c2ccco2)CC1 (stereo not drawn)	-9	100	102	107	-1	9	99	102
O=C(O)c1cccc(COc2cccc3ccccc23)c1	9	90	93	94	3	2	139	74
COc1ccc(Br)cc1/C=N/n1c(-c2ccccc2)n[nH]c1=S	14	142	103	103	9	-1	103	103
CCOC(=O)N1CCN(C(=O)c2ccc3c(=O)n4c(nc3c2)CCCCC4)CC1	0	98	103	102	1	4	100	101
O=C(O)c1cccc(COCC(F)(F)C(F)F)c1	-4	101	100	97	-1	5	103	101
Cc1cccc(CCNC(=O)CCNC(=O)Cn2ccc3ccccc3c2=O)c1	5	93	96	95	0	-12	90	94

Record cards, from the list above. Values in the order: procasp7 counter	AGP1 TOR yeast	RPL19A-GFP yeast	MEP2 TOR yeast	AHR act	proCasp3 act	LAP4-GFP MLPCN	CIT2-GFP yeast
`CCOC(=O)N1CCN(C(=O)c2ccc3c(=O)n4c(nc3c2)CCCCC4)CC1` is entered as 0	98	103	102	1	4	100	101
`O=C(O)c1cccc(COCC(F)(F)C(F)F)c1` is entered as -4	101	100	97	-1	5	103	101
`COc1ccc(Br)cc1/C=N/n1c(-c2ccccc2)n[nH]c1=S` is entered as 14	142	103	103	9	-1	103	103
`O=C(O)c1cccc(COc2cccc3ccccc23)c1` is entered as 9	90	93	94	3	2	139	74
`Cc1cccc(CCNC(=O)CCNC(=O)Cn2ccc3ccccc3c2=O)c1` is entered as 5	93	96	95	0	-12	90	94

Not a hit list; any-hit rate near 3.5%.
